All columns: NCI-60 one-dose screen, growth in % after 48 h at 10 µM unless noted; 100 = growth as untreated, 0 = no growth, -100 = all killed.
HCT-116: HCT-116 colon cancer | hit rate 7.3% among 82,000 | AID 1794798
NCI-H460: NCI-H460 lung cancer; hit rate 6.8% among 82,000; AID 1794736
HCT-15: HCT-15 colon cancer; hit rate 5.2% among 82,000
NCI-H226: NCI-H226 lung cancer. hit rate 3.5% among 79,000. AID 1794732
COLO 205: COLO 205 colon cancer | hit rate 7.3% among 79,000 | AID 1794742
KM12: KM12 colon cancer cells. hit rate 5% among 82,000. AID 1794800
SW-620: SW-620 colon cancer; hit rate 5.2% among 82,000; AID 1794795
NCI-H322M: NCI-H322M lung cancer | AID 1794733 | hit rate 2.7% among 80,000
HT29: HT29 colon cancer; hit rate 7.4% among 81,000
Starred values were filed as active, the others as inactive; & = joins results of further samples. How the source made its calls: active means growth percent below 10; inactive means the rest.

Screening Clc1ccc(C(Cl)(Cl)Cl)c(Cl)c1 returned HCT-116 97, NCI-H460 103, HCT-15 97, NCI-H226 99, COLO 205 110, KM12 104, SW-620 101, NCI-H322M 114 and HT29 106.
`O=C1NC(=O)C2(CCCC2)C(=O)N1` gave HCT-116 105&113, NCI-H460 102&115, HCT-15 108&96, NCI-H226 93&109, COLO 205 99&106, KM12 89&107, SW-620 97&110, NCI-H322M 109&114 and HT29 101&108.
For Nc1c(F)cc(-c2nc3cc(F)ccc3[se]2)cc1F the results were HCT-116 37, NCI-H460 15, HCT-15 22, NCI-H226 -11*, COLO 205 13, KM12 42, SW-620 95, NCI-H322M 71 and HT29 46.
OC(CCl)CNC1CCCCC1 (stereo not drawn) was read as HCT-116 112, NCI-H460 114, HCT-15 107, NCI-H226 100, COLO 205 121, KM12 116, SW-620 107, NCI-H322M 115 and HT29 112.
For CN1C(=O)CC[C@@]2(C)C1=CC[C@@H]1[C@@H]2CC[C@@]2(C)[C@H]1CC[C@]2(C)O the results were HCT-116 108, NCI-H460 119, HCT-15 103, NCI-H226 101, COLO 205 106, KM12 111, SW-620 115, NCI-H322M 113 and HT29 97.
`CN1C(=O)[C@]23O[C@]4(O)CC(=O)N5C(C)(C)[C@H](Cc6cccc1c62)[C@@]3(C(=O)O)[C@@]54O` gave HCT-116 98, NCI-H460 107, HCT-15 103, NCI-H226 106, KM12 103, SW-620 109, NCI-H322M 99 and HT29 92.
CCC(Cl)CN(Cc1ccccc1)Cc1ccccc1 (stereo not drawn) was read as HCT-116 101, NCI-H460 105, HCT-15 97, NCI-H226 92, COLO 205 109, KM12 98, SW-620 99 and HT29 88.
`Cc1ccc(S(=O)(=O)F)cc1Cl` gave HCT-116 100, NCI-H460 107, HCT-15 108, NCI-H226 95, KM12 124, SW-620 111, NCI-H322M 106 and HT29 106.
Screening COC(=O)C1OC(Oc2ccc(N(CCCl)CCCl)cc2)C(OC(C)=O)C(OC(C)=O)C1OC(C)=O (stereo not drawn) returned HCT-116 89, NCI-H460 29, HCT-15 83, NCI-H226 97, COLO 205 95, SW-620 75, NCI-H322M 108 and HT29 81.
Screening CCOc1cc(C=O)ccc1O returned HCT-116 100, NCI-H460 109, HCT-15 100, NCI-H226 88, COLO 205 109, KM12 103, SW-620 107, NCI-H322M 99 and HT29 104.
`CN(C)C1C(=O)C(C(N)=O)=C(O)C2(O)C(=O)C3=C(O)c4c(O)cccc4C(C)(O)C3C(O)C12` (stereo not drawn) gave HCT-116 102, NCI-H460 107, HCT-15 88, NCI-H226 86, COLO 205 89, KM12 97, SW-620 92, NCI-H322M 84 and HT29 113.
For Cc1cc(N(CCCl)CCCl)ccc1C=Nc1ccc(-c2csc(-c3ccccc3)n2)cc1 the results were HCT-116 90, NCI-H460 33, HCT-15 103, NCI-H226 59, COLO 205 89, KM12 90, SW-620 83, NCI-H322M 117 and HT29 112.

2 records picked at random from those above, as already listed:
`CN(C)C1C(=O)C(C(N)=O)=C(O)C2(O)C(=O)C3=C(O)c4c(O)cccc4C(C)(O)C3C(O)C12` (stereo not drawn) gave HCT-116 102, NCI-H460 107, HCT-15 88, NCI-H226 86, COLO 205 89, KM12 97, SW-620 92, NCI-H322M 84 and HT29 113.
Screening COC(=O)C1OC(Oc2ccc(N(CCCl)CCCl)cc2)C(OC(C)=O)C(OC(C)=O)C1OC(C)=O (stereo not drawn) returned HCT-116 89, NCI-H460 29, HCT-15 83, NCI-H226 97, COLO 205 95, SW-620 75, NCI-H322M 108 and HT29 81.

(further entries)
For COC(=O)[C@@H](C)C[C@H](Cc1ccccc1)NC(=O)c1csc([C@@H](C[C@H](C(C)C)N(C)C(=O)C2(NC(=O)[C@H]3CCCCN3C)CC2)OC(C)=O)n1 the results were HCT-116 0.5*, NCI-H460 3.1*, HCT-15 20, NCI-H226 51, COLO 205 -55*, KM12 5.2*, SW-620 22, NCI-H322M 45 and HT29 9.7*.
CC[C@@H](C)C(=O)O[C@H]1[C@H](O)[C@H]2[C@@H](CN3C[C@@H](C)CC[C@H]3[C@@]2(C)O)[C@@H]2C[C@]34O[C@@]5(O)[C@@H](OC(=O)[C@](C)(O)[C@@H](C)O)CC[C@@]3(C)[C@@H]5[C@@H](OC(C)=O)[C@@H](OC(C)=O)[C@H]4[C@@]21O was read as HCT-116 100, NCI-H460 104, HCT-15 102, NCI-H226 92, COLO 205 111, KM12 106, SW-620 103, NCI-H322M 98 and HT29 108.
`O=NN(CCCl)C(=O)NCCO` gave HCT-116 102, NCI-H460 108, HCT-15 97, NCI-H226 103, COLO 205 95, KM12 98, SW-620 98, NCI-H322M 100 and HT29 101.
Screening O=C1NC(=O)C(O)(C2(O)C(=O)NC(=O)NC2=O)C(=O)N1 returned HCT-116 97, NCI-H460 100, HCT-15 107, NCI-H226 99, COLO 205 80, KM12 100, SW-620 96, NCI-H322M 132 and HT29 104.
CCCCCCN1CC1 was read as HCT-116 109, NCI-H460 105, HCT-15 100, NCI-H226 102, COLO 205 111, KM12 100, SW-620 105, NCI-H322M 98 and HT29 102.
Screening O=[N+]([O-])c1ccc(Cl)c(Cl)c1Cl returned HCT-116 105, NCI-H460 120, HCT-15 96, NCI-H226 108, COLO 205 108, KM12 110, SW-620 101, NCI-H322M 100 and HT29 105.
CCC(C)C(CC)C(=O)NC(N)=O (stereo not drawn) was read as HCT-116 107, NCI-H460 118, HCT-15 107, NCI-H226 104, COLO 205 115, KM12 116, SW-620 110, NCI-H322M 110 and HT29 101.
Screening C[N+](C)(C)c1ccccc1 returned HCT-116 99, NCI-H460 114, HCT-15 104, NCI-H226 99, COLO 205 104, KM12 104, SW-620 110, NCI-H322M 115 and HT29 105.
`CC/C(=C\c1ccccc1)[N+](=O)[O-]` gave HCT-116 96, NCI-H460 105, HCT-15 100, NCI-H226 97, COLO 205 118, KM12 102, SW-620 105, NCI-H322M 112 and HT29 110.
`CO[C@H]1CC[C@@]2(C)C(=CC[C@H]3[C@@H]4C[C@H](O)[C@H](OC)[C@@]4(C)CC[C@@H]32)C1` gave HCT-116 98, NCI-H460 110, HCT-15 101, NCI-H226 90, COLO 205 135, KM12 103, SW-620 112, NCI-H322M 99 and HT29 92.
Screening O=S(=O)(O)c1cccc2ccccc12 returned HCT-116 102, NCI-H460 113, HCT-15 101, NCI-H226 102, COLO 205 119, KM12 105, SW-620 103, NCI-H322M 103 and HT29 96.
COC(C)(C)CCC[C@H](C)C/C=C/C(C)=C/C(=O)OC(C)C was read as HCT-116 84, NCI-H460 109, HCT-15 101, NCI-H226 103, COLO 205 107, KM12 107, SW-620 105, NCI-H322M 108 and HT29 88.
Screening CNC1Cc2cc3c(cc2C1)OCO3 returned HCT-116 97, NCI-H460 108, HCT-15 104, NCI-H226 106, COLO 205 106, KM12 100, SW-620 105, NCI-H322M 102 and HT29 87.
`CC[C@]12C=CCN3CC[C@@]4(c5ccc(OC)cc5N(C)[C@H]4[C@@](O)(C(=O)OC)[C@@H]1OC(=O)CCCC[P+](c1ccc(C)cc1)(c1ccc(C)cc1)c1ccc(C)cc1)[C@@H]32` gave HCT-116 -94*, NCI-H460 -87*, HCT-15 -90*, NCI-H226 -79*, COLO 205 -64*, KM12 -74*, SW-620 -88*, NCI-H322M -98* and HT29 -82*.
For c1ccc2nc(N3CCNCC3)ccc2c1 the results were HCT-116 100, NCI-H460 118, HCT-15 102, NCI-H226 105, COLO 205 113, KM12 114, SW-620 110, NCI-H322M 90 and HT29 101.
For O=C(CCl)Oc1ccc(Cl)cc1 the results were HCT-116 99, NCI-H460 106, HCT-15 106, NCI-H226 99, COLO 205 109, KM12 109, SW-620 108, NCI-H322M 121 and HT29 103.
O=P(Oc1ccc(Cl)cc1)(N1CC1)N1CC1 was read as HCT-116 84, NCI-H460 39, HCT-15 89, NCI-H226 88, COLO 205 95, KM12 110, SW-620 89, NCI-H322M 100 and HT29 72.
`Nc1cc([N+](=O)[O-])cc([N+](=O)[O-])c1` gave HCT-116 101, NCI-H460 104, HCT-15 95, NCI-H226 92, COLO 205 108, KM12 104, SW-620 100, NCI-H322M 102 and HT29 102.
For CCOP(=O)(Nc1ccc2c(c1)/C(=N/NC(N)=S)c1ccccc1-2)OCC the results were HCT-116 103, NCI-H460 104, HCT-15 97, NCI-H226 98, COLO 205 96, KM12 89, SW-620 115 and NCI-H322M 132.
Screening C[C@]12CC[C@H]3[C@@H](CC4SC(N)=NC45C/C(=N/NC(N)=O)CC[C@]35C)[C@@H]1CCC2=O (stereo partly drawn) returned HCT-116 6.4*, NCI-H460 -39*, HCT-15 -48*, NCI-H226 108, COLO 205 35, KM12 20, SW-620 -59*, NCI-H322M 52 and HT29 13.
For CCCC1(CC(C)CC)C(=O)NC(=O)NC1=O (stereo not drawn) (tested in a mixture with another compound) the results were HCT-116 91, NCI-H460 110, HCT-15 96, NCI-H226 94, COLO 205 89, KM12 112, SW-620 105 and HT29 102.
`CCC1(CC)COP(=S)(SCCOC(=O)c2ccccc2)OC1` gave HCT-116 88, NCI-H460 111, HCT-15 99, NCI-H226 93, COLO 205 106, KM12 108, SW-620 107, NCI-H322M 109 and HT29 89.
Screening Cc1cc(C)c(CBr)c(C)c1 returned HCT-116 110, NCI-H460 109, HCT-15 108, NCI-H226 93, COLO 205 107, KM12 105, SW-620 103, NCI-H322M 92 and HT29 100.
`c1ccc(CCN2CCOCC2)cc1` gave HCT-116 95, NCI-H460 104, HCT-15 109, NCI-H226 93, COLO 205 107, KM12 102, SW-620 98, NCI-H322M 111 and HT29 89.
For C[C@]12CCc3sc(Nc4ccc(OC(F)(F)F)cc4)nc3C1=CC[C@@H]1[C@@H]2CC[C@]2(C)C(=O)CC[C@@H]12 the results were HCT-116 7.8*, NCI-H460 53, HCT-15 38, NCI-H226 75, COLO 205 68, KM12 54, SW-620 43, NCI-H322M 77 and HT29 13.
O=C(O)COc1ccccc1 was read as HCT-116 95, NCI-H460 108, HCT-15 112, NCI-H226 97, COLO 205 124, KM12 108, SW-620 93, NCI-H322M 112 and HT29 116.
`N#CN=C(N)N` gave HCT-116 106, NCI-H460 109, HCT-15 106, NCI-H226 98, COLO 205 107, KM12 105, SW-620 104, NCI-H322M 112 and HT29 105.

An excerpt from further up:
For C[C@]12CCc3sc(Nc4ccc(OC(F)(F)F)cc4)nc3C1=CC[C@@H]1[C@@H]2CC[C@]2(C)C(=O)CC[C@@H]12 the results were HCT-116 7.8*, NCI-H460 53, HCT-15 38, NCI-H226 75, COLO 205 68, KM12 54, SW-620 43, NCI-H322M 77 and HT29 13.
O=C(O)COc1ccccc1 was read as HCT-116 95, NCI-H460 108, HCT-15 112, NCI-H226 97, COLO 205 124, KM12 108, SW-620 93, NCI-H322M 112 and HT29 116.
`N#CN=C(N)N` gave HCT-116 106, NCI-H460 109, HCT-15 106, NCI-H226 98, COLO 205 107, KM12 105, SW-620 104, NCI-H322M 112 and HT29 105.

This is a subset (hit frequency here may not be typical).
